Efflux pump mplx – inhibitors of Candida efflux pumps in yeast, primary screen, S. cerevisiae, Nile Red, multiplex; S. cerevisiae Candida pump triplex; inhibition, % at 10 µM; hit rate 0.44% among 330,000; AID 485275, 2010;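 active = plate passing quality check with inhibition over a set limit, or well fluorescence over plate mean plus 4 SD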;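 also: Nile Red retained in pooled yeast measured as flow cytometry median fluorescence; 0% = buffer negative control and 100% = Enniatin B positive control; higher means more Nile Red kept so more efflux inhibition; some compounds called inactive have numbers as strong as hits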
ZTA counter – blocks Epstein-Barr virus ZTA, an EBNA-1 counter-screen | P03206 | ZTA-DNA binding, fluorescence polarization | inhibition, % at 11 µM | hit rate 0.15% among 320,000; in the data active = inhibition above about 33%
Target sequence (P03206 whole entry, looked up): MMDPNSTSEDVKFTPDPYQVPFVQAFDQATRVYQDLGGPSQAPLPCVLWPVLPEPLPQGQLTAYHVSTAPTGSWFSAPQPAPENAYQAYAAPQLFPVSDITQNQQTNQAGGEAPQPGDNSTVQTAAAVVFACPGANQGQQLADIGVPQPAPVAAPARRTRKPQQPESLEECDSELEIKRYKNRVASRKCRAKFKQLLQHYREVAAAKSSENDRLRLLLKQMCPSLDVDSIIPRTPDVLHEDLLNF
GLD-1 RNA inh – GLD-1/TGE RNA complex disruptors, primary screen, biochemical, fluorescence polarization; Female germline-specific tumor suppressor gld-1 (Caenorhabditis elegans), Q17339; purified GLD-1 + fluorescein TGE RNA; inhibition, % at 5.96 µM; hit rate 0.44% among 320,000;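 active = percent inhibition above a per-plate cutoff, the plate mean of test compounds plus 3 SD, cut at about 30% in these data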;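 also: 0% = DMSO wells with GLD-1 and probe and 100% = wells lacking GLD-1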
Target sequence (Q17339 whole entry, looked up): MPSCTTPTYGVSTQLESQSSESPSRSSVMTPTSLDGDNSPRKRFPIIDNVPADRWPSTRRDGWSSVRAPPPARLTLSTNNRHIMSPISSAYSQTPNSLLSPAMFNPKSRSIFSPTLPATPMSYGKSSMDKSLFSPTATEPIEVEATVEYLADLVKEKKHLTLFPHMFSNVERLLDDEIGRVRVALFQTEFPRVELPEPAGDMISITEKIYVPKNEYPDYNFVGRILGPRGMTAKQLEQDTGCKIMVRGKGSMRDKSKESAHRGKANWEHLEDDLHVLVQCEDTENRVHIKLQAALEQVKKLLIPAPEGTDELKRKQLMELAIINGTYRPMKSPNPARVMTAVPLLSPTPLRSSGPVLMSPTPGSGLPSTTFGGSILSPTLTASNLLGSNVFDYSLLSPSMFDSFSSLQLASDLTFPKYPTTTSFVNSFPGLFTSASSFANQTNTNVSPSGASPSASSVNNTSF
Fam108B counter – mouse Fam108B serine hydrolase inhibitors, primary screen, counter-screen for RBBP9 inhibitor project, biochemical, fluorescence polarization; hit rate 0.33% among 300,000; inhibition, % at 9.51 µM; recombinant Fam108B, FP-Rh probe fluorescence polarization;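 active = inhibition above the screen mean inhibition plus 3 SD, computed separately per campaign, cut at about 18% in these data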;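 also: inhibitors lower polarization as less probe binds the enzyme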
MCL1 BIM primary – inhibitors of MCL1 binding to BIM-BH3, primary screen, biochemical, fluorescence polarization; hit rate 0.68% among 320,000; GST-MCL1 / FITC-Bim-BH3 fluorescence polarization; Induced myeloid leukemia cell differentiation protein Mcl-1 (Homo sapiens), Q07820; inhibition, % at 10.9 µM; AID 2057, 2009;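 active = inhibition above the mean inhibition of all tested compounds plus 3 SD, set per campaign, cut at about 40% in these data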;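 also: 0% = DMSO wells and 100% = unlabeled Bim-BH3 peptide control; higher means more loss of mP so more displacement of Bim peptide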
Target sequence (Q07820 whole entry, looked up): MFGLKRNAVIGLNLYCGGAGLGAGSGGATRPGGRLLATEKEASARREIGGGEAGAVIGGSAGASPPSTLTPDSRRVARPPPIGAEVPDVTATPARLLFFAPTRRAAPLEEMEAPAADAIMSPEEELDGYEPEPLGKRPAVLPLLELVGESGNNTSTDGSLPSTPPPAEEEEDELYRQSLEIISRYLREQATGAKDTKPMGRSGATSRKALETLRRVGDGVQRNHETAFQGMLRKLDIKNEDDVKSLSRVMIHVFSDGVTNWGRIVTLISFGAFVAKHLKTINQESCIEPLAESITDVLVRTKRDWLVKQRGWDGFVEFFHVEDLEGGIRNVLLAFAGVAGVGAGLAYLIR
BCLXL inh – inhibitors of human Bcl-xL, primary screen, biochemical, fluorescence polarization, HTS; inhibition, % at 10.9 µM; Bcl-2-like protein 1 (Homo sapiens), Q07817; hit rate 0.7% among 320,000; GST-Bcl-xL / FITC-Bim BH3 peptide fluorescence polarization; AID 2129, 2009;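 active = inhibition above the mean of all tested compounds plus 3 SD, cutoff set per campaign, cut at about 30% in these data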;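 also: 0% = DMSO wells and 100% = unlabeled Bim-BH3 peptide competitor; inhibitors lower millipolarization by displacing the labeled peptide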
CR mimetic SO – reduction of superoxide in aged yeast, primary screen, HTS; S. cerevisiae aged cells, superoxide DHE fluorescence; active compounds read low; superoxide response (% of plate mean), % at 10 µM; hit rate 0.18% among 330,000;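 active = superoxide response under a set limit, about three screen SD below normal, cut at about 65% in these data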;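 also: yeast aged for seven days with compound at 30 °C before DHE staining; 100% = average MFI of all compound-treated wells on the plate with controls excluded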
EBNA-1 inh – EBNA-1 DNA-binding inhibitors, primary screen, biochemical, fluorescence polarization; inhibition, % at 14.8 µM; hit rate 0.34% among 300,000; AID 1950, 2009; in the data active = inhibition above about 28%
MEX-5 binding – MEX-5 zinc finger RNA-binding disruptors – biochemical, C. elegans, fluorescence polarization, MLPCN library, primary screen; activity score (negative = inhibition of binding), % at 10 µM; hit rate 0.38% among 300,000; Zinc finger protein mex-5 (Caenorhabditis elegans), Q9XUB2; AID 1832, 2009; MEX-5/FITC-TCR2 RNA binding; active compounds read low;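 active = inhibition past about -25% in most replicates, and total fluorescence under double the plate's negative control median, limit read from the data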;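 also: 0% = DMSO and -100% = 5 µM competing unlabeled TCR2 RNA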
* hit, by the source's call; nt = no result given.

SMILES | Efflux pump mplx | ZTA counter | GLD-1 RNA inh | Fam108B counter | MCL1 BIM primary | BCLXL inh | CR mimetic SO | EBNA-1 inh | MEX-5 binding
CC(C)c1ccc2oc(=O)cc(CN3CCCCC3)c2c1 | 0.0 | 0 | 6 | -5 | 8 | 5 | 97 | -12 | 2.1
Cc1ccc(CS(=O)(=O)CCC(=O)NCCCOC(C)C)cc1 | 0.0 | -10 | 12 | -2 | -4 | -1 | 80 | -6 | 0.4
C/C=C(/C)C(=O)Nc1cccc(C2=NOC3(C2)C[C@@H](C(N)=O)N(C(=O)/C=C/CC)C3)c1 (some centres not stated) | -0.2 | 9 | -1 | 2 | 4 | 6 | 98 | 9 | -3.9
CCN(CC)CCCNc1nc(-c2ccccc2)nc2ccccc12 | -0.2 | -1 | -4 | -1 | 2 | 5 | 108 | 14 | 0.5
CCCC1(C)NC(=O)c2ccccc2O1 (configuration not stated) | -0.3 | -2 | -7 | 3 | 6 | 3 | 103 | -11 | -0.3
c1ccc(Nc2nnc(-c3cccc4ccccc34)o2)cc1 | -0.1 | -23 | 6 | -4 | 8 | 7 | 124 | 23 | -1.5
O=C(NCCC(=O)N1CCOCCOCCOCCOCC1)OCc1ccccc1 | -0.1 | -11 | 5 | 9 | 13 | 5 | 106 | -6 | 0.1
CNC(=O)c1[nH]cnc1C(=O)N[C@@H](C)C(=O)OC(C)(C)C | nt | 5 | 1 | -2 | 2 | 1 | nt | -15 | 0.6
O=[N+]([O-])c1cc([N+](=O)[O-])c(Oc2c(F)ccc(F)c2F)cc1NN1CCCCC1 | -0.1 | 17 | 3 | 5 | 1 | -2 | 100 | -6 | 2.3
COC(=O)c1ccc(NC(=O)Cn2c([N+](=O)[O-])cnc2C)cc1 | -0.1 | 4 | 5 | -2 | -1 | 0 | 85 | 3 | 0.2
CCOC(=O)[C@H]1[C@H]2COc3ccc(Cl)cc3[C@@H]2N2C(=O)c3cc(Cl)ccc3NC(=O)[C@@]12C | nt | -3 | 8 | -21 | 6 | 1 | nt | -2 | nt
Cc1ccn(C(=O)c2ccc(NC(=O)C3CC3)cc2)n1 | 0.0 | 4 | -7 | 7 | -4 | -1 | 96 | -2 | -0.1

In another format: results already given.
molecule	Efflux pump mplx	ZTA counter	GLD-1 RNA inh	Fam108B counter	MCL1 BIM primary	BCLXL inh	CR mimetic SO	EBNA-1 inh	MEX-5 binding
CCN(CC)CCCNc1nc(-c2ccccc2)nc2ccccc12	-0.2	-1	-4	-1	2	5	108	14	0.5
CNC(=O)c1[nH]cnc1C(=O)N[C@@H](C)C(=O)OC(C)(C)C	nt	5	1	-2	2	1	nt	-15	0.6

(cont.)
SMILES | Efflux pump mplx | ZTA counter | GLD-1 RNA inh | Fam108B counter | MCL1 BIM primary | BCLXL inh | CR mimetic SO | EBNA-1 inh | MEX-5 binding
CCOc1ccccc1NC(=O)c1cc(C(=O)c2cc(Br)ccc2O)coc1=N | 0.1 | 4 | 3 | -7 | 0 | 11 | 94 | -13 | -2.7
Nc1nnc(CC(=O)N/N=C/c2ccc(-c3ccc(F)cc3)o2)s1 | -0.3 | -10 | -5 | 3 | -2 | 2 | 122 | 6 | 1.5
CCOC(=O)c1cnc2c(C)c(Cl)ccc2c1Nc1ccc(S(=O)(=O)Nc2ncccn2)cc1 | 0.5 | -1 | 6 | 1 | 15 | 5 | 97 | -5 | 0.5
COc1ccc(-c2csc3nc(C)n(-n4cccc4)c(=O)c23)cc1 | -0.4 | -6 | 5 | 4 | -3 | -3 | 89 | 8 | -2.9
COc1cc(/C=C/C(=O)OCC(=O)N2CCCCCC2)ccc1OCC#N | -0.1 | -4 | 1 | -4 | -4 | -6 | 98 | 7 | 0.0
Cc1sc2ncnc(SCC(=O)NC3CC3)c2c1C | -0.1 | -6 | -5 | 2 | 6 | 10 | 96 | 7 | -4.9
O=S1(=O)CC(N2CCCCC2)C(N2CCCCC2)C1 (configuration not stated) | -0.1 | -13 | 1 | 0 | 4 | 2 | 97 | 6 | 3.3
CN(C)S(=O)(=O)c1ccc(-c2cn3ccccc3n2)cc1 | 0.3 | -13 | -3 | 3 | 11 | 5 | 114 | -9 | -0.3
Cc1c(NC(=O)C(C)OC(=O)/C=C/c2ccc3c(c2)OCO3)c(=O)n(-c2ccccc2)n1C (configuration not stated) | -0.1 | 1 | 0 | -2 | -5 | -2 | 87 | -9 | -1.6
Cc1cccc(NC(=S)N/N=C/c2ccc(Cl)c([N+](=O)[O-])c2)c1 | -0.1 | 8 | -4 | -3 | 3 | 0 | 105 | 7 | -2.9
NC(=O)c1c(NC(=O)c2ccccc2)sc2c1CCC2 | 0.0 | -17 | 4 | 5 | 14 | 9 | 103 | -6 | -0.2
Cc1nn(C)c(C)c1S(=O)(=O)N(CC(=O)N1CCc2ccccc21)c1ccc(C(C)C)cc1 | 0.0 | 5 | 7 | -2 | 4 | 4 | 96 | 7 | -2.9

Copied from the list:
Result of Cc1nn(C)c(C)c1S(=O)(=O)N(CC(=O)N1CCc2ccccc21)c1ccc(C(C)C)cc1 under GLD-1 RNA inh: 7
Result of Cc1ccc(CS(=O)(=O)CCC(=O)NCCCOC(C)C)cc1 under EBNA-1 inh: -6

Going on with the list:
SMILES | Efflux pump mplx | ZTA counter | GLD-1 RNA inh | Fam108B counter | MCL1 BIM primary | BCLXL inh | CR mimetic SO | EBNA-1 inh | MEX-5 binding
COc1cccc(C(=O)N2CCC(C(=O)NCc3ccco3)CC2)c1 | -0.1 | 4 | -6 | 1 | 0 | 6 | 102 | -4 | 1.3
O=C(Nc1ccc(N2CCOCC2)cc1)c1cn2ccccc2n1 | 0.0 | 17 | 4 | -1 | 6 | 8 | 110 | 2 | -2.1
OCC1(Cc2ccccc2C(F)(F)F)CCN(Cc2cccc3cnccc23)CC1 | -0.1 | 10 | 2 | -1 | 4 | 6 | 68 | 7 | 0.0
COC(=O)CC(=O)CSc1nc2c(cc1C#N)CCC2 | -0.1 | 7 | -7 | 3 | 14 | 10 | 92 | 4 | 1.2
CCCC(=O)Nc1ccc(C(=O)N/N=C/c2ccc[nH]2)cc1 | -0.1 | 5 | 3 | 2 | 3 | -1 | 91 | 0 | -0.9
CC(C)C[C@H](NC(=O)c1nc[nH]c1C(=O)NCCCCCNC(=O)OC(C)(C)C)C(=O)OC(C)(C)C | nt | -36 | 17 | 6 | 6 | 5 | nt | -14 | 4.0
CCn1c(=O)c(C(=O)Nc2ccccc2F)c(O)c2ccccc21 | 0.0 | 15 | -1 | -1 | 3 | 6 | 102 | 8 | -1.1
CCN(CC)c1ccc(CNc2nc3ccccc3n2CCN2CCOCC2)cc1 | 0.0 | 2 | 0 | -4 | 1 | 1 | 104 | 1 | -2.8
CC(=O)N(C(C)=O)c1c(C#N)c(C)n(-c2ccccc2)c1C(=O)c1ccccc1 | 0.2 | 4 | -8 | 3 | 5 | 8 | 102 | 11 | 1.9
CCC(C)NC(=O)Nc1ccc(Br)cc1 (configuration not stated) | -0.1 | 12 | 6 | 0 | 7 | 6 | 88 | 3 | 0.4
O=C(O)CCc1ncc(C(F)(F)F)cc1Cl | 0.0 | 1 | 3 | -3 | 2 | 1 | 88 | 3 | -1.1
O=C(NC1CCCC1)C1CCCN1C(=O)Nc1ccc(Cl)cc1 (configuration not stated) | 0.0 | 7 | 1 | 0 | 3 | 4 | 120 | 1 | -5.5
O=C(OCC(=O)N1CCN(C(=O)COC(=O)c2ccc(O)cc2O)CC1)c1ccc(O)cc1O | -0.1 | -11 | 3 | 0 | -29 | -11 | 96 | 0 | 0.8
O=C(NNC(=O)c1ccccc1O)c1ccc(Br)cc1 | 0.3 | -3 | 4 | 3 | 2 | -2 | 103 | -8 | 3.9
Cc1cc(-c2ccccc2)nc(Oc2ccc(C(C)(C)C)cc2)c1S(C)(=O)=O | 0.1 | 6 | 3 | -5 | -9 | 1 | 87 | -8 | -1.0
COc1ccc(N2CCN(CCNC(=O)Nc3ccc(Cl)cc3)CC2)cc1 | -0.1 | -18 | 7 | 2 | 2 | -3 | 96 | 7 | -2.9
O=C(OCc1ccc(F)cc1)c1cc2ccccc2cc1O | 0.1 | 1 | 1 | -5 | 7 | 4 | 109 | 2 | 2.1
COc1ccc(N2CCN(CCCn3c(=S)[nH]c4ncccc4c3=O)CC2)cc1 | -0.1 | 10 | 9 | -2 | 4 | 2 | 98 | 6 | -1.5
CC(C)OC(=O)c1ccccc1C(=O)c1ccc(N)c([N+](=O)[O-])c1 | 0.0 | 0 | 0 | -1 | -5 | 1 | 95 | 0 | -1.5
COc1ccc(C(C)=O)cc1COC(=O)c1ccc2ccccc2n1 | 0.1 | 4 | 3 | 0 | -3 | 1 | 104 | -3 | -0.6
O=C(NCc1ccccc1Cl)C1CCN(S(=O)(=O)c2cccc3nonc23)CC1 | 0.0 | -27 | -4 | -1 | -2 | 4 | 104 | 1 | -2.0
C[C@H](NC(=O)c1ccco1)C(=O)NCc1cccs1 | 0.1 | -7 | 3 | nt | 5 | 5 | 84 | nt | nt
CCC(C)NC(=O)N[C@@H](CCSC)C(=O)OC (some centres not stated) | -0.1 | 0 | 4 | 1 | 15 | 6 | 82 | -1 | -2.3
C=CCN1C(=O)NC2(CCCCC2)C1=O | -0.1 | 6 | 0 | 4 | -4 | 2 | 91 | -11 | 0.0
COc1ccc(N2C(=O)CN=C2Nc2nc(C)cc(C)n2)cc1 | -0.1 | 30 | 3 | -1 | 2 | 2 | 106 | 11 | -2.2
Cc1ccccc1Nc1c(-c2ccc(N3CCOCC3)cc2)nc2cnccn12 | 0.0 | 7 | 8 | 0 | -1 | 2 | 95 | -4 | 2.0
NS(=O)(=O)c1ccc(NC(=O)CSC2CCCCC2)cc1 | 0.0 | -6 | 3 | 8 | 7 | 8 | 102 | 9 | -0.1
CCCCCOC(=O)C1[C@H]2C(=O)N(Cc3cccs3)C[C@]23C=C[C@H]1O3 (some centres not stated) | 0.2 | 6 | 5 | -6 | -1 | 0 | 94 | 5 | 3.3
O=C(NCCc1ccc(Cl)cc1)c1ncn[nH]1 | -0.1 | -27 | 6 | -4 | 1 | -1 | 104 | -7 | -1.4
COC(=O)COc1cccc2c(=O)n(CC(=O)NCc3ccccc3)ccc12 | -0.2 | -6 | 0 | -3 | 1 | 1 | 102 | -3 | nt
Cc1cccc(NC(=S)NC2CCCC2)n1 | 0.0 | -18 | 3 | 4 | -19 | -26 | 111 | -4 | -3.4
CCS(=O)(=O)N1Cc2ccccc2CC1C(=O)Nc1nnc(SCc2ccc(C#N)cc2)s1 (configuration not stated) | -0.1 | 1 | 3 | 0 | 7 | 4 | 102 | -3 | 1.9
Cc1cc(N2C(=O)C3C4CCC(C4)C3C2=O)no1 (configuration not stated) | 0.2 | -2 | -6 | -1 | -7 | 0 | 110 | 4 | 1.0
Cc1oc(C(=O)O)cc1COc1ccccc1Cl | 0.1 | 24 | 5 | -1 | 3 | 5 | 115 | 9 | 1.0
COc1ccc(NC(=O)CC2C(=O)N(c3ccc(OC)cc3)C(=O)N2CCc2cccs2)cc1 (configuration not stated) | 0.1 | -10 | 8 | -3 | 1 | 2 | 98 | 0 | 1.4
N#Cc1c(Sc2ncc(C(F)(F)F)cc2Cl)nsc1C/C=N\OCc1c(F)cccc1Cl | -0.1 | -6 | -7 | 1 | -7 | -10 | 90 | -1 | 1.4

Screens: PubChem BioAssay, several laboratories
